p53ts 32C kill – cytotoxicity in p53ts cells at permissive temperature; Potency, µM (doses to about 46.1 µM), inactives show at the highest dose activity change, negative = cytotoxicity, most hits filed as cytotoxic; 0.93% of 130,000 active; H1299-p53A138V at 32C, ATP luminescence viability, 24 h;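 also: 0% = DMSO and -100% = full killing by reference compound; nearly all actives have a fitted effect of over 55% in size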
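Cells: H1299 p53ts (A138V), 600/well, pre-incubated 16–30 h at 37C. Cpd up to 46 uM, 24 h, 32C. Readout: ATPlite luminescence, 20 min RT. Normalization: DMSO vs tamoxifen 100 uM. AC50 by Hill equation.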
p53ts 39C kill – p53ts cell cytotoxicity, nonpermissive temperature; H1299-p53A138V viability at 39C, ATP luminescence, 24 h; 1.5% of 130,000 active; Potency, µM (top dose mostly 46.1 µM), for the others: top-dose activity change, negative = cell killing, most hits filed as cytotoxic; also: nearly all actives have a fitted effect of over 55% in size
IkB signaling – inhibitors of IkB signaling in ABC-DLBCL cells. ABC-DLBCL IkBa-CBG/CBR dual luciferase ratio, 4 h; response scale: scaled: untreated 0%, proteasome inhibitor 100%. Potency, µM (titrated, usually from 57.1 µM), without a hit: at the highest dose IkBa stabilization activation. 0.04% of 110,000 active. AID 445; active = well fitted curve in the direction sought with a large enough effect in the signal ratio, not every such curve was filed as active; inconclusive = small, poorly fitted or top-dose-only effect, or a change in a side signal; the % refers to the signal ratio;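 also: the direction sought is a rising ratio; 0% = basal untreated cells and 100% = reference inhibitor full response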
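In this assay, an IκBα–CBG68 fusion accumulates when IKK-driven degradation is blocked; native CBR normalizes for cell number. OCI-Ly3 cells were treated 4 h with compound and doxycycline, then green and red light read after Chroma-Glo addition.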
Imprint erasure – induces erasure of genomic imprints in mouse ES cells; mouse ES Peg3-LacZ reporter, beta-gal luminescence, 40 h; Potency, µM (titrated, usually from 60.7 µM), for the others: at the highest dose activity change, positive = activation, actives largely listed as activators; 0.02% of 110,000 active; AID 1948;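 also: 0% = negative control wells on the plate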
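Gelatin-coated wells received 300 freshly trypsinized female ES cells with a Peg3LacZ-Neo reporter on the maternal allele, then incubated 40 hours at 37C. BetaGlo was added for 5 minutes at room temperature before a single luminescence read.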
Active calls of the source: *; ? = inconclusive; . = no result given; & = joins results of further samples; [ ] = dose if it differs, or a comment. Unless noted, calls follow the shape of the dose curve; as a rule, active = well fitted curve in the direction sought with a large enough effect; inconclusive = small, poorly fitted or top-dose-only effect, or another doubt; inactive = no such curve, though single readings can be large; an effect the other way counts as inactive or inconclusive. Unless noted, % is scaled to controls: 0 for no effect and ±100 for the full control effect; potency is read from the fitted curve at half-maximal effect.

| structure | p53ts 32C kill | p53ts 39C kill | IkB signaling | Imprint erasure |
| --- | --- | --- | --- | --- |
| c1ccoc1 | 4%[1.84 µM] | -25% | 1.3% | 0% |
| CCCCC12CNCC(C)(CNC1)C2=O | 5% | 15% | 0.7% | 3% |
| COc1ccccc1CN1CCN(C(=O)Cc2ccccc2)CC1 | -6% | 4% | -0.4% | -5% |
| Cc1cccn2c(=O)cc(COc3cccc(NC(=O)COc4ccc(F)cc4)c3)nc12 | ? | 7.9µM* | ? | -6%[10.9 µM] |
| COc1cc([C@H]2c3cc4c(cc3[C@@H](O)[C@@H]3COC(=O)[C@H]23)OCO4)cc(OC)c1OC | 5%[20.6 µM] | ? | ? | -23%[16.8 µM] |
| O=C(Cn1ncc2c3ccccc3n(Cc3ccc(F)cc3)c2c1=O)N1CCC2(CC1)OCCO2 | -5% | -8% | ? | -19% |
| CCOc1ccc(-c2cc(C(=O)N3CCN(c4cccc(C(F)(F)F)c4)CC3)c3ccccc3n2)cc1 | -15% | ? | -0.8% | -30%[inhibitor][10.9 µM] |
| CC(=O)c1c(O)n(C)c(=S)n(-c2ccccc2)c1=O | 14% | 1% | -0.7% | -10% |
| Cc1c(C(c2ccc(Cl)cc2Cl)c2c(O)c3ccccc3oc2=O)c(=O)n(-c2ccccc2)n1C (stereo not given) | 9% | 27% | ? | -1%[10.9 µM] |
| CC(=O)Oc1ccc(/C=C/c2cc(OC(C)=O)cc(OC(C)=O)c2)cc1 | 7.9µM* | 6.3µM* | . | -51%[inhibitor] |
| C#CCN1C(C)=C(C(=O)CCO)[C@@H](c2cccc(-n3oo3)c2)C(C(=O)OC)=C1C | 6% | 6% | 0.4% | -12% |
| O=C(O)C1(c2ccc(Cl)cc2)CCC1 | 3% | 11% | 0.4% | 4% |
| C#CCN1C(=O)C2(C(C#N)=C(N)OC(C)=C2C(=O)OCc2ccccc2)c2ccccc21 (stereo not given) | 8% | -8% | 1.5% | -15% |
| CCOC(=O)CBr | -16%[1.84 µM] | -3% | 0.1% | 0% |
| COCCn1cc(C(=O)N2CCC3(CC2)OCCO3)c2c3ccccc3n(C)c2c1=O | -4% | -3% | 0.1% | -5% |
| COc1ccc(N2CCN(C(CNC(=O)Oc3ccccc3)c3cccnc3)CC2)cc1 (stereo not given) | 9% | 2% | 0.7% | -9% |
| CCCCCn1c(=O)c(C(=O)NCc2ccncc2)c(O)c2ccccc21 | 13% | 6% | 13% | -30%[inhibitor] |
| CCCCCCN=C(CC)c1c(O)n(CCCC)c(=O)[nH]c1=O | 40%[activator] | 20% | ? | -20% |
| CCC(=NCc1ccco1)c1c(O)n(Cc2ccccc2)c(=O)[nH]c1=O | -7% | -2% | 5.8% | -17% |
| Cc1nnc(NC(=O)c2cccn(Cc3cccc([N+](=O)[O-])c3)c2=O)s1 | 0% | 13% | -1.0% | -5%[10.9 µM] |
| Cc1ccc2c(c1)CC1(CN2C)C(=O)NC(=O)N(c2ccccc2C)C1=O (stereo not given) | 21% | 9% | -0.5% | -1% |
| O=C(CN1CCN(c2ncccn2)CC1)N1CCN(C(c2ccccc2)c2ccccc2)CC1 | 37%[activator] | ? | ? | -22% |
| O=C(O)C(C(=O)O)P(=S)(S)c1ccccc1 (stereo not given) | 7%[9.22 µM] | 6%[9.22 µM] | 1.0%[11.4 µM] | -1%[10.9 µM] |
| N#Cc1cccc(NC(=O)N2CC3(CCN(C(=O)Oc4ccccc4)CC3)C2)c1 | -3% | 12% | -0.2%[11.4 µM] | . |

A draw from above in order of SMILES length, ascending.
| structure | p53ts 32C kill | p53ts 39C kill | IkB signaling | Imprint erasure |
| --- | --- | --- | --- | --- |
| O=C(O)C(C(=O)O)P(=S)(S)c1ccccc1 (stereo not given) | 7%[9.22 µM] | 6%[9.22 µM] | 1.0%[11.4 µM] | -1%[10.9 µM] |
| N#Cc1cccc(NC(=O)N2CC3(CCN(C(=O)Oc4ccccc4)CC3)C2)c1 | -3% | 12% | -0.2%[11.4 µM] | . |
| O=C(CN1CCN(c2ncccn2)CC1)N1CCN(C(c2ccccc2)c2ccccc2)CC1 | 37%[activator] | ? | ? | -22% |

An excerpt from above, reduced to p53ts 32C kill:
SMILES	p53ts 32C kill
Cc1nnc(NC(=O)c2cccn(Cc3cccc([N+](=O)[O-])c3)c2=O)s1	0%
Cc1ccc2c(c1)CC1(CN2C)C(=O)NC(=O)N(c2ccccc2C)C1=O (stereo not given)	21%
O=C(CN1CCN(c2ncccn2)CC1)N1CCN(C(c2ccccc2)c2ccccc2)CC1	37%[activator]

(list continues)
| structure | p53ts 32C kill | p53ts 39C kill | IkB signaling | Imprint erasure |
| --- | --- | --- | --- | --- |
| CC1(O)C[C@]2(C)N(O)C3CCCC[C@@H]3N2O1 (stereo not given in full) | -4% | 6% | 0.0% | 2% |
| N#Cc1cc2c(nc1SCC(=O)Nc1ccc(Cl)c(C(F)(F)F)c1)C1CCN2CC1 | -24% | ? | -0.9% | -6%[10.9 µM] |
| CC(=O)OCC1=C(C(=O)[O-])N2C(=O)[C@@H](NC(=O)CCC[C@@H](N)C(=O)[O-])[C@@H]2SC1.[Zn+2] | -8% | 1% | 3.2% | . |
| CN(C)C(=O)CSc1nnc([C@@H](N)Cc2ccccc2)o1 | 9% | 16% | -2.3% | -2% |
| CCCn1ncc(C(=O)O)c1C | 6% | -1% | 0.0% | 4% |
| O=C(Nc1ccc(F)c([N+](=O)[O-])c1)c1cccn(Cc2ccccc2)c1=O | 1% | ? | 7.4% | -10%[10.9 µM] |
| CC(C)c1ccc(OCC(=O)N2CCN(CCc3ccncc3)CC2)cc1 | -11% | -10% | 0.3% | -30%[10.9 µM] |
| N#Cc1cccc(NC(=O)N2CC[C@@]3(CCCN(C(=O)Oc4ccccc4)C3)C2)c1 | 10% | -4% | -2.1%[11.4 µM] | . |
| Cc1nc2cc(C(=O)N3CCC4(CC3)OCCO4)ccc2n1-c1cccc(F)c1 | -15% | -1% | 2.1% | -9% |
| Cc1ccc2c(=O)n(-c3cccc(Cl)c3)c(=O)[nH]c2c1 | 8% | 5% | 2.5% | -13%[10.9 µM] |
| Cc1ccc(Cl)cc1NC(=O)NCc1cccn1Cc1ccc(F)cc1 | ? | 10µM* | -1.5% | -1%[10.9 µM] |
| O=C(Nc1nc2c(s1)CCCCCC2)Nc1ccc(F)cc1F | -10% | ? | ? | -16%[10.9 µM] |
| C[C@@H](C(=O)OC1C[C@H]2CC[C@@H](C1)N2C)c1ccc(Br)cc1 (stereo not given in full) | -10% | -16% | 0.4% | -25% |
| Cc1ccc(-n2c(/C=C/c3cccs3)nc3ccccc3c2=O)cc1C | 12% | 12% | ? | 4%[10.9 µM] |
| Cc1nnc2n1-c1sc(CCC(=O)N3CCOCC3)cc1C(c1ccccc1Cl)=NC2 | 1% | -9% | . | -9% |
| Cc1cc(O)ccc1Cl | -16%[1.84 µM] | -11% | 1.2% | 3%&10% |
| CCOP(=S)(OCC)SCCSCC | -1%[1.84 µM] | 7% | -1.3% | 15% |
| O=C(c1ccccc1)[C@H]1[C@H](c2ccccc2[N+](=O)[O-])N1C1CCCCC1 (stereo not given in full) | 1%[9.22 µM] | -23%[9.22 µM] | 5µM* | -21%[10.9 µM] |
| COc1cc2[nH]c(=O)n(CCCCCC(=O)N3CCN(c4cccc(C(F)(F)F)c4)CC3)c(=O)c2cc1OC | ? | 13µM* | ? | -8%[10.9 µM] |
| c1ccc2c(c1)Nc1ccccc1S2 | 0%[1.84 µM] | -22% | 11% | -8% |
| Cc1ccc(NC(=O)CSc2nnc([C@@H](N)Cc3c[nH]c4ccccc34)o2)c(C)c1 | -5% | -9% | 4.4% | -12% |
| CCOC(=O)C1SC2(C(F)F)CC1(O)c1c(c(OC)c3occc3c1OC)O2 (stereo not given) | 19% | 6% | -1.3% | -8% |
| CCOC(=O)c1c(N)n(Cc2ccccc2)c2nc3ccccc3nc12 | 5% | -5% | 1.0% | -2% |
| CNC(C)(C)Cc1ccccc1 | -1% | -8% | -1.1%[25.6 µM] | -9% |
| Oc1ccc(Cl)c(Cl)c1Cl | 6%[1.84 µM] | 2% | 6.3% | -6% |
| Cc1ccccc1Cn1cccc(C(=O)Nc2cc(Cl)ccc2C#N)c1=O | 7% | -10% | 1.1% | -13%[10.9 µM] |
| CCN1CCN(C(=O)COc2ccc(S(=O)(=O)NC(C)C)cc2)CC1 | -6% | 2% | . | . |
| O=c1c2ccccc2nc(N2CCCC2)n1-c1ccc(Cl)cc1 | -4% | 3% | 1.6% | -21% |
| Cc1cc([P+](=O)O)c(C)n1-c1ccc(Br)cc1 | -8% | -7% | 4.2% | -13% |
| COC(=O)c1ccccc1NC(=O)c1cccn(Cc2cccc(Cl)c2)c1=O | 5% | -27% | 0.8% | -11%[10.9 µM] |
| CC1(C)[C@@H]2CC[C@]1(C)CN(CCC[N+](C)(C)C)C2 | 3%[9.22 µM] | 11%[9.22 µM] | 1.6%[11.4 µM] | -3%[10.9 µM] |
| CC[C@H]1CN2CCc3cc(OC)c(OC)cc3[C@H]2C[C@@H]1C[C@H]1NCCc2c1[nH]c1ccc(O)cc21 | 28%[9.22 µM] | -3%[9.22 µM] | ? | -39%[inhibitor][10.9 µM] |
| COCCOC(=O)c1c(N)n(Cc2ccccc2)c2nc3ccccc3nc12 | 7% | -12% | -1.0% | -8% |
| CCCCn1c(O)c(C(C)=Nc2c(C)n(C)n(-c3ccccc3)c2=O)c(=O)[nH]c1=O | 0% | 7% | 1.3% | 2% |
| Cc1ccc2c(c1)C(Cc1nc3ccccc3c(=O)n1-c1ccc(Br)cc1)C(=O)N2 (stereo not given) | 22% | -9% | 2.3% | -6%[10.9 µM] |
| COc1ccc(Br)cc1CN1CCN(CCO)CC1 | 4% | 5% | 0.4% | -12% |
| COc1ccc(CN2C(=O)CC(=O)NC2=O)cc1 | -5% | 1% | 2.1% | 13% |
| Nc1ccncc1 | 0% | 10% | 0.8%&-0.9% | ? |
| Nc1c(Cl)c(Cl)nc(C(=O)O)c1Cl | -11%[1.84 µM] | 7% | 1.6% | 3% |
| N#CCCN | 11% | 24% | -1.4% | . |
| CCc1c(C(=O)OC)ncc2[nH]c3cc(OC)c(OC)cc3c12 | 10% | -10% | -7.2% | -20% |
| C(=NC12CN3CN(CN(C3)C1)C2)c1cccnc1 | -8% | 4% | -1.1% | -8% |
| NCCP(=O)(O)O | 2%[9.22 µM] | -3%[9.22 µM] | 0.7%[11.4 µM] | -2%[10.9 µM] |
| CC[C@@H]1CN2CC[C@@H]1C[C@H]2[C@H](O)c1ccnc2ccc(OC)cc12 | 1% | -2% | . | 24% |
| COc1ccc(-n2c(O)c(C(C)=NC3CC3)c(=O)[nH]c2=O)cc1 | 7% | 3% | 3.5% | -5% |
| c1ccc(OCC2CO2)cc1 (stereo not given) | 12%[1.84 µM] | 16% | -1.6% | 5% |
| Cn1cccc1CNCCc1ccc(F)cc1 | -7% | 6% | . | . |
| COC1C(O)C(C)O[C@H](OC2CC[C@@]3(C=O)C4CC[C@]5(C)C(C6=CC(=O)OC6)CC[C@@]5(O)C4CC[C@@H]3C2)C1O (stereo not given in full) | -21% | -19% | . | 5% |
| O=C1C2CCCN2C(c2ccccc2)N1c1ccccn1 (stereo not given) | -3% | -4% | 1.1% | 24% |
| O=C1NC(=O)C2(Cc3ccccc3N3CCCC32)C(=O)N1c1ccccc1 (stereo not given) | 1% | -1% | 7.6% | 4% |
| CCC(N)C(O)c1ccc(O)c(O)c1 (stereo not given) | 18% | -6% | . | -10% |
| O=S(=O)(c1ccc(Cl)cc1)N1CN2CCN(C2)C1 | -1% | 0% | 4.5% | -7% |
| CC1CN=C(NCc2ccncc2)S1 (stereo not given) | -1% | -3% | 0.7% | -6% |
| CN(C)C(=O)Nc1cccc(OC(=O)N(C)C)c1 | -6% | 7% | 0.9% | -9% |
| CC(=NCc1ccco1)c1c(O)n(C)c(=O)n(C)c1=O | -1% | -1% | 1.7% | -6% |
| CCC(=NCCC1=CCCCC1)c1c(O)[nH]c(=O)[nH]c1=O | -4% | 1% | -0.8% | 4% |
| O=C(COc1ccccc1)N1CCN(C/C=C/c2ccccc2)CC1 | 7% | 1% | 2.7% | -22% |

Not all compounds are listed (hit frequency here may not be typical).
